Bioassay records: PubChem, National Center for Advancing Translational Sciences (NCATS)
Anesthetic bind – binds horse apoferritin like a general anesthetic; apoferritin/1-aminoanthracene competitive binding, fluorescence; Potency, µM (highest dose often 77.5 µM), for the others: at the top dose activity change, negative = displacement, actives largely listed as inhibitors; 350,000 tested, 0.074% active; AID 485281; note: potency is the fitted concentration of half-maximal effect; % is set by controls: 0 for no effect and ±100 for the full control effect; nearly all actives have a fitted effect of over 20% in size
Target sequence (P02791 2-175 limits assumed): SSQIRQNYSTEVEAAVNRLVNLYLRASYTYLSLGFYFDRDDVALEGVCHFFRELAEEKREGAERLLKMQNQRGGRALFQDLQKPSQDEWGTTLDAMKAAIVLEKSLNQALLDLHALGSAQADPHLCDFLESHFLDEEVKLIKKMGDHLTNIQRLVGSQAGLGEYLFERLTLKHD
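In PBS, apoferritin at 10 uM is loaded with 1-AMA from a 50% saturated solution. After 10 min of compound exposure at ambient temperature, reduced 535 nm fluorescence indicates probe displacement.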
POLH inh – blocks human DNA polymerase eta activity. 390,000 tested, 1.2% active. Potency, µM (doses to about 114 µM), for the others: top-dose activity change, negative = inhibition, hits mostly inhibitors. recombinant Pol eta, fluorescent DNA replication assay; note: potency is the fitted concentration of half-maximal effect; % is set by controls: 0 for no effect and ±100 for the full control effect
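Pol eta at 10 nM preincubated with compounds 15 min at room temperature; reaction started with fluorescent substrate (50 nM final) and read kinetically at 0 and 10 min.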
RXFP1 antagonist – blocks the human relaxin receptor RXFP1; AID 1259400; HEK293-RXFP1, relaxin-stimulated cAMP HTRF, 30 min; hits give low values; 350,000 tested, 0.59% active; activity change, negative = inhibition, % at 57.5 µM; Q9HBX9;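 active = activity change of -60% or lower, but not beyond a set lower limit; inconclusive = change between -60% and -40%, or beyond the set limit; inactive = change above -40%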; note: % is set by controls: 0 for no effect and ±100 for the full control effect
BLM helicase inh – inhibitors of human Bloom syndrome helicase BLM; P54132; recombinant BLM DNA unwinding, fluorescence dequenching; Potency, µM (doses to about 56.1 µM), without a hit: top-dose activity change, negative = inhibition, hits mostly inhibitors; 350,000 tested, 0.2% active;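 note: potency is the fitted concentration of half-maximal effect; plate controls were vehicle for no effect and no enzyme for full effect; nearly all actives have a fitted effect of over 35% in size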
APE1 inh – blocks human APE1 abasic DNA cleavage | Potency, µM (titrated, usually from 65.8 µM), for inactives: at the top dose activity change, negative = inhibition, usual class: inhibitors | recombinant APE1, TAMRA/BHQ-2 abasic DNA cleavage fluorescence | 350,000 tested, 0.35% active | AID 2517 | P27695;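 note: potency is the fitted concentration of half-maximal effect; plate controls were vehicle for no effect and reference inhibitor for full effect; nearly all actives have a fitted effect of over 55% in size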
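Readout is kinetic fluorescence (ex 525, em 598 nm) from cleavage of 50 nM TAMRA/BHQ-2 THF abasic duplex by 0.75 nM APE1, compound added 15 min beforehand at RT.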
POLK inh – blocks human DNA polymerase kappa activity. Potency, µM (titrated, usually from 107 µM), for the others: at the highest dose activity, negative = inhibition, actives largely listed as inhibitors. AID 588579. 400,000 tested, 0.53% active. purified Pol kappa, fluorescent DNA synthesis assay, 10 min; note: potency is the fitted concentration of half-maximal effect; % is set by controls: 0 for no effect and ±100 for the full control effect
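50 nM final substrate added after 15 min RT preincubation of 10 nM Pol kappa with compound; fluorescence read at 0 and 10 min.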
Pol beta inh – DNA polymerase beta (human) inhibition | Pol beta primer extension/strand displacement, fluorescence kinetic | Potency, µM (titrated, usually from 114 µM), for the others: top-dose activity change, negative = inhibition, hits mostly inhibitors | 340,000 tested, 1.3% active | AID 485314; note: potency is the fitted concentration of half-maximal effect; % is set by controls: 0 for no effect and ±100 for the full control effect
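Preincubation: enzyme (10 nM) with compound, 15 min, RT. Reaction: substrate added to 50 nM final. Reads: 0 and 10 min. Analysis: normalized, Hill fit.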
POLI inh – DNA polymerase iota (human) inhibition | Pol iota fluorescent replication assay, 10 min | Potency, µM (titrated, usually from 115 µM), for inactives: at the top dose activity, negative = inhibition, hits mostly inhibitors | 390,000 tested, 1% active | AID 588590; note: potency is the fitted concentration of half-maximal effect
Target sequence (Q9UNA4 whole entry, looked up): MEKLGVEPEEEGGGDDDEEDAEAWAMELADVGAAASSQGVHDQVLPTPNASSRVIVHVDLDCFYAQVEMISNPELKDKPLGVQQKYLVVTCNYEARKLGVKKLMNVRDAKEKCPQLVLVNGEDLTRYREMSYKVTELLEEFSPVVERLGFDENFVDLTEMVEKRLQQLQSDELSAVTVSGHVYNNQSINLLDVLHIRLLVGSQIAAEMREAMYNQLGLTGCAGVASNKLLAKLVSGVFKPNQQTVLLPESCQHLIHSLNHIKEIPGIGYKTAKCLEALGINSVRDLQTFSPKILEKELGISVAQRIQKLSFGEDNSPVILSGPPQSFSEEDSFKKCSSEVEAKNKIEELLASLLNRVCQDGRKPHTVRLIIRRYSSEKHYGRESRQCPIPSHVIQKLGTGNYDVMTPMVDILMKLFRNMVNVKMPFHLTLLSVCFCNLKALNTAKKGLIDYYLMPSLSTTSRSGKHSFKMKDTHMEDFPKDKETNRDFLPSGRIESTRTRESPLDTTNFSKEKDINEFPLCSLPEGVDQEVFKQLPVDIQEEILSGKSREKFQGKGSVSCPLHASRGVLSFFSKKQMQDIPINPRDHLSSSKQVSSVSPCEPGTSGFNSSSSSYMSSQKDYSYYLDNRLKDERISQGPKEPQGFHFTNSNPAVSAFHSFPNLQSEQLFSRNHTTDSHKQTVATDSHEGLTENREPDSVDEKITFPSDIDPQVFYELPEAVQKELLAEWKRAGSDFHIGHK
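Pol iota at 10 nM preincubated 15 min with compounds at room temperature; reaction started with fluorescent substrate, 50 nM final. Fluorescence read kinetically at 0 and 10 min; buffer-only wells as negative control.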
Tb PGK inh – T. brucei PGK inhibition | Potency, µM (titrated, usually from 57.5 µM), for the others: at the top dose activity change, negative = inhibition, most hits filed as inhibitors | 380,000 tested, 0.043% active | PGK/GAPDH coupled, Kinase-Glo luminescence, 60 min; note: potency is the fitted concentration of half-maximal effect; % is set by controls: 0 for no effect and ±100 for the full control effect; nearly all actives have a fitted effect of over 60% in size
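Recombinant glycosomal PGK reaction used 1,3-bisphosphoglycerate generated in-well by GAPDH (100nM final) in 100mM TEA pH 7.6, 5mM MgCl2, 0.01% Tween-20. After 60 minutes at room temperature, ATP was read by Kinase-Glo Plus luminescence end-point.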
The depositor's hits bear a star; i = inactive; ? = inconclusive; . = no result given; & = joins results of further samples; [ ] = remark or other dose. Unless noted, calls come from the whole dose curve; as a rule, active = well fitted curve in the direction sought with a large enough effect; inconclusive = small, poorly fitted or top-dose-only effect, or another doubt; inactive = no such curve, though single readings can be large; an effect the other way counts as inactive or inconclusive.

SMILES	Anesthetic bind	POLH inh	RXFP1 antagonist	BLM helicase inh	APE1 inh	POLK inh	Pol beta inh	POLI inh	Tb PGK inh
CCCCn1c(SCC(=O)Nc2nnc(C)s2)nnc1-c1ccncc1	-7%	-20%	0	-6%	3%	-10%	3%	37%[activator]	-3%
Cc1cc(C)nc(SCc2cc(=O)c(OC(=O)c3ccc(S(=O)(=O)N(C)C)cc3)co2)n1	-9%	-20%	.	-2%	3%	-11%	25%	27%	-1%
CC1CC(=O)c2cn3c(nc2C1)nc1ccccc13 (stereo not drawn)	2%	-2%	22	2%	-8%	-3%	?	-3%	-3%
COc1ccc(N2C(=O)[C@H]3CCC=C[C@H]3[C@@H]2c2ccccc2Br)cc1	43%[activator][110 µM]	-4%	.	-7%[75.6 µM]	-17%&-8%	-2%	.	-11%	0%
Cc1c(/C=N/NC(=O)c2cccnc2)c2ccccc2n1Cc1ccccc1	-13%	-18%	-32	3%	5%	-2%	0%	31%[activator]	-7%
NS(=O)(=O)CCCc1ccccc1	-7%	0%	.	0%	34%	10%	27%	35%[activator]	-7%
CC(=NCCCN(C)C)C1=C(O)c2ccccc2C1=O	-7%	1%	-3	8%	-7%	-2%	41%	7%	-1%
C1CCC2(CC1)C1=C(CCCC1)Nc1nnnn12	-21%	-9%	-18	0%	0%	-7%	-1%	4%	-1%
Cc1cc2nc(-c3cccnc3SCC(=O)NC3CC3)[nH]c2cc1C	4%	.	.	-4%	-4%	.	-17%	.	.
COc1ccc(-c2nnc3sc(-c4ccccc4OC)nn23)cc1	-10%	-11%	8	0%	1%	-6%	13%	10%	6%
Cc1cccc(NCC(=O)c2c(N)n(C)c(=O)n(C)c2=O)c1C	-4%	-9%	9	-2%	19%	-5%	36%	5%	i
CCC(C)[C@@H](N)C(=O)N/N=C/c1cccc2nccnc12 (stereo partly drawn)	-5%	-10%	0	0%	2%	-13%	0%	-8%[58.9 µM]	5%
COc1ccc(CN(C(=O)c2ccc(C)cc2)c2cccc(N)c2)cc1	.	-1%	.	.	3%	-2%	.	21%	-6%
CCCC(=O)Nc1nnc(SCC(=O)Nc2nc(C)cs2)s1	-3%	-11%	-8	-2%	-6%	-2%	26%	30%[activator]	6%
CCCCn1c(=O)nc2n(-c3ccccc3)c3ccccc3cc-2c1=O	40%[activator]	-8%	1	-3%	3%	-11%	-1%	-8%	i
Nc1cc(N)c2c(c1)C(=O)c1ccccc1-2	.	-12%	-11	.	.	-2%	.	2%	-13%
CCN(CC)S(=O)(=O)c1ccc(C(C)NC(=O)Cc2c[nH]c3ccccc23)cc1 (stereo not drawn)	-13%	-17%	3	1%	-10%	-2%	34%	36%[activator]	i
CCCCC(=O)N1CCc2cc(OC)c(OC)cc2C1COc1ccc(C(=O)OCC)cc1 (stereo not drawn)	-14%	-16%	.	-12%	.	-10%[60.1 µM]	1%	12%	10%
Cc1cc(=O)n2c(n1)NC(=NCc1ccccc1)NC2c1ccccc1 (stereo not drawn)	0%	0%	-9	0%	-2%	-6%	29%	50%[activator]	9%
CCCn1c(=O)[nH]c2nc(-c3ccc(S(=O)(=O)O)cc3)[nH]c2c1=O	81%[activator]	.	.	0%&6%	16%&-2%	-4%[60.1 µM]	.	.	.
O=S(=O)(CC(O)COc1ccccc1Cl)c1ccccc1 (stereo not drawn)	-10%	-17%	-10	1%	-4%	-4%	8%	15%	-2%
COC(=O)c1c(NC(=O)CN2CCN(c3ccccc3OC)CC2)c2cc(C)ccc2n1C	-6%	?	6	1%	-4%	-4%	15%	18%	6%
CCn1c(SCC(=O)N(C)CC(=O)Nc2cccc(OC)c2)nnc1-c1ccco1	.	-12%	-12	.	1%	-1%	.	17%	-3%
C[C@@H](CC#N)CN1CC[C@H](C(C)(C)C)CCC1=O	-3%	7%	.	1%	-15%	-14%&10%	17%	-4%&45%	-13%
Cn1c(=O)c(=O)n(C)c2cc(S(=O)(=O)N3CCN(c4ccccc4F)CC3)ccc21	?	-14%&-4%	-10	-10%&-14%	0%	-7%&4%	-7%&6%	10%&18%	-5%&-2%

The final three records of the section above open the next one:
SMILES	Anesthetic bind	POLH inh	RXFP1 antagonist	BLM helicase inh	APE1 inh	POLK inh	Pol beta inh	POLI inh	Tb PGK inh
CCn1c(SCC(=O)N(C)CC(=O)Nc2cccc(OC)c2)nnc1-c1ccco1	.	-12%	-12	.	1%	-1%	.	17%	-3%
C[C@@H](CC#N)CN1CC[C@H](C(C)(C)C)CCC1=O	-3%	7%	.	1%	-15%	-14%&10%	17%	-4%&45%	-13%
Cn1c(=O)c(=O)n(C)c2cc(S(=O)(=O)N3CCN(c4ccccc4F)CC3)ccc21	?	-14%&-4%	-10	-10%&-14%	0%	-7%&4%	-7%&6%	10%&18%	-5%&-2%
O=C(CSc1ccccc1)Nc1ccc(S(=O)(=O)NCC2CCCO2)cc1 (stereo not drawn)	5%	-6%	-11	-3%	-3%	-11%	-10%	?	i
CN(C)C(=O)c1ccc(-c2nc(NCc3cccnc3)c3ccccc3n2)cc1	-3%	.	.	-11%	13%	0%[60.1 µM]	.	.	.
O=C(Nc1nncs1)c1cccc(S(=O)(=O)N2CCOCC2)c1	-4%	-8%	2	0%	-1%	1%	0%	8%	3%
COc1ccc(S(N)(=O)=O)cc1C(=O)N1CCCC1	-2%	-23%	0	0%	-9%	0%	2%	151%[activator]	4%
COC(=O)c1ccc(/C=N/NC(=O)CNc2cccc(C)c2)cc1	?	-2%	1	-3%	11%	0%	-17%	43%[activator]	-6%
Cc1ccc(C)c(NC(=S)N2CCC(NC(=O)c3ccc(F)cc3)CC2)c1	6%	-10%	-5	-2%	-2%	-13%	85%	102%[activator]	7%
O=C(c1ccc(Cl)cc1Cl)N1CCc2ccccc21	?	-4%	-17	-7%	7%	-6%	-17%	14%	-6%
CC(C)Cc1ccc(CN2CCCC(NC(=O)CCN3CCCO3)C2)cc1 (stereo not drawn)	-16%	-4%	7	-3%	25%	0%	-20%	36%[activator]	i
COc1ccc(Cl)cc1NC(=O)CSc1nnc(CNC(=O)c2cccs2)o1	-19%	-19%	-8	-1%	-6%	0%	0%	17%	-3%
Cc1ccc(NC(=O)N2Cc3ccccc3CC2C(=O)NC(C)(C)C)cc1 (stereo not drawn)	-3%	-2%	-1	3%	-2%	0%	16%	9%	-16%
Cc1ccc(-c2noc(CSc3nnc(-c4ccccc4)n3C)n2)cc1	-8%	-9%	-11	0%	-1%	-20%	8%	?	4%
O=C(Cn1c(=O)oc2ccccc21)N1CCCCC1	-7%	3%	-5	-1%	-5%	-5%	-2%	5%	-1%
CCCCNc1ccc(-c2nc(-c3ccccc3)no2)cc1[N+](=O)[O-]	-12%	-17%	.	-10%	.	-1%	7%	32%[activator]	6%
COC(=O)c1ccc([C@H]2C=C(C(=O)O)O[C@@H](OCc3ccc(CO)cc3)C2)cc1	3%	-1%	.	-1%	?	-5%	-19%	2%	-7%
COc1ccc2nc(SCC(=O)NC3(C#N)CCCCC3)[nH]c2c1	.	-1%	-4	.	7%	-25%	.	21%	-7%
O=C(NCCc1ccccc1)C1CCCN(C(=O)NC2CCCCC2)C1 (stereo not drawn)	-10%	-9%	6	0%	1%	1%	31%	-4%	-7%
COc1cc(C(=O)Nc2ccc3c(c2)N(C(=O)CCN(C)C)c2ccccc2CC3)cc(OC)c1OC	-13%	-15%	?	-1%	0%	0%	?	29%	-7%
CCO[C@@H]1OC(C(=O)NCc2ccccc2)=C[C@H](c2ccccc2)[C@H]1CCCO	1%	-9%	.	-4%	-6%	-2%	12%	9%	5%
Cc1cccc(NC(=O)Cn2c(=O)oc3ccccc32)c1	-9%	-13%	-1	0%	2%	1%	25%	?	3%
COc1ccc(N2CC(C(=O)N[C@H](C(=O)NC(C)c3ccccc3)C(C)C)CC2=O)cc1 (stereo partly drawn)	7%	-4%	8	0%	31%	-6%	-1%	10%	-12%
COCCCn1c2nc3ccccc3nc2c2c(=O)n(Cc3ccccc3Cl)cnc21	-5%	.	.	-4%	2%	.	0%	.	.
Cc1ccccc1NS(=O)(=O)c1cc(OCC(N)=O)c(C)cc1Cl	-10%	-6%	-3	-2%	5%	-7%	11%	16%	i
O=C(NC1CC(=O)c2sccc21)c1ccc(Cl)cc1Cl (stereo not drawn)	-12%	-17%	11	0%	-1%	-15%	1%	29%	8%
O=C(COC(=O)C1CCCCC1)Nc1ccc([N+](=O)[O-])cc1	?	-12%	-8	6%	-4%	-6%	2%	2%	i
COc1ccc(Cl)cc1NC(=O)CC(=O)Nc1cc(Cl)ccc1OC	-12%	-7%	4	-4%	5%	0%	6%	55%[activator]	-1%
(further entries)
SMILES	Anesthetic bind	POLH inh	RXFP1 antagonist	BLM helicase inh	APE1 inh	POLK inh	Pol beta inh	POLI inh	Tb PGK inh
CCCn1c(SCc2ccc(C(=O)OC)o2)nc2ccccc2c1=O	3%	-24%	-13	-4%	6%	5%	5%	72%[activator]	0%
CCN(Cc1ccccc1)Cc1c(O)ccc2c(=O)c(-c3ccccc3)c(C(F)(F)F)oc12	5%	-27%	-21	-2%	.	3%	2%	-4%	-5%
O=C(COC(=O)c1ccccc1)NCc1ccco1	-5%	13µM*	.	-23%	?	?	25µM*	28µM*	i
Cc1onc(-c2ccccc2Cl)c1C(=O)N1CC(C)OC(C)C1 (stereo not drawn)	2%	-10%	6	1%	-5%	-1%	-10%	39%[activator]	-6%
COc1ccccc1C(=O)NCC(C)(C)CN=C1NS(=O)(=O)c2ccccc21	-5%	-16%	10	0%	4%	-11%	-10%	70%[activator]	-2%
Cc1ccc(NC(=O)CSc2nc(-c3ccc(C(C)(C)C)cc3)nc3cc(=O)[nH]n23)cc1C	-20%	-8%	?	3%	.	-10%	?	4%	-7%
COc1cc(C(=O)NCc2ccc3c(c2)cc(C)n3C)cc(OC)c1OC	-13%	-19%	12	-5%	-2%	-7%	0%	-17%	-3%
CC(=O)Nc1ccc(S(=O)(=O)NNC(=O)COc2ccc(C(C)(C)C)cc2)cc1	?	0%	-3	-2%	-1%	-1%	2%	8%	i

A portion of the library. The share of hits here may be higher or lower than overall.
